# EP2 modulator: modulates human prostaglandin E2 receptor EP2 signaling; EP2-expressing cells, cAMP HTRF FRET, PGE2 co-stimulation; induction, % at 25 µM; actives 0.83% (n = 260,000); AID 940;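 active means compounds whose cAMP rise, as percent of the full-agonist control response, exceeds 60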;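 further: rat C6 glioma line stably carrying human EP2 under a CMV promoter; the protocol text gives 20 µM as final concentration; 100% = response of wells given 1 µM PGE2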
# Target sequence (P43116 whole entry, looked up): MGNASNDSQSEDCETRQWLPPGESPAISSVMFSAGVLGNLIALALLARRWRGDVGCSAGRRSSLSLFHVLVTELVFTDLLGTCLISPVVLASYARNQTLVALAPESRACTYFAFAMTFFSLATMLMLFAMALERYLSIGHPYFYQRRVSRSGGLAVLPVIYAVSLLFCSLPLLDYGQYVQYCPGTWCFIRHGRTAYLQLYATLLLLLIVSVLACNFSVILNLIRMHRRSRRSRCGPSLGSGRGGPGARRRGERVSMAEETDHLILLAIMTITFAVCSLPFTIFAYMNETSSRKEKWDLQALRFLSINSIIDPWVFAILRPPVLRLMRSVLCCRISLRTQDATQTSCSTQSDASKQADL
# * marks the source's active call; other numbers are inactive results; & = joins results of further samples. This is a subset; count on the stated rates, not on these rows.
EP2 modulator	SMILES
-17	NC(=O)c1nsc(C(=O)N(CC(=O)NCc2ccc(F)cc2)c2ccc3c(c2)OCO3)c1N
-12	CCC(C(=O)OC)n1cnc2sc3c(c2c1=O)CCCC3 (stereo not drawn)
-24	CCn1c(SCC(=O)Nc2cc(C)cc(C)c2)nnc1-c1cccnc1
-39	CC(C)[C@H]1CN(Cc2ccccc2F)CCN1C(=O)c1cnccn1
-101	CCc1ccccc1NC(=S)NC1CC2CCCC(C1)N2C1CC1 (stereo not drawn)
-25	COc1cccc(C(=O)N2CC=C[C@@H]2C(=O)NCCc2ccccc2)c1
35	Cc1cccc(-n2cccc2CN(CCCn2ccnc2)Cc2cccc(F)c2)n1
24	Cc1cc2cc(C(c3nnnn3C3CCCCC3)N3CCN(c4ccccc4)CC3)c(=O)[nH]c2cc1C (stereo not drawn)
-17	NC(=O)c1nsc(C(=O)N(CC(=O)NCc2ccc(F)cc2)c2ccc3c(c2)OCCO3)c1N
-21	CC(C)(CO)NC(=O)C1CC(c2ccccc2O)=NO1 (stereo not drawn)
23	CCC(OC(=O)CNC(=O)c1ccco1)C(=O)c1ccccc1 (stereo not drawn)
10	COC(=O)c1ccc(Cn2nc([N+](=O)[O-])c(Cl)c2C)o1

# (listing goes on)
EP2 modulator	SMILES
52	CCn1c2cc(C)oc2c2cnn(Cc3ccccc3F)c(=O)c21
16	CCCc1cc(Nc2ccc(C(C)=O)cc2)n2ncnc2n1
-17	CN1C(=O)c2cccc3c(S(=O)(=O)NCCCC(=O)O)ccc1c23
-21	CCC(CN1CCN(C)CC1)NC(=O)Cc1csc(-c2cccc(F)c2)n1 (stereo not drawn)
-21	CCC(=O)N(Cc1cc2cc(OC)ccc2[nH]c1=O)c1ccccc1OC
-2	Cc1n(CC(O)COc2ccc(Cl)cc2)c2ccccc2[n+]1C (stereo not drawn)
-20	CC(=O)Nc1ccc(S(=O)(=O)N2CCC(c3[nH]ncc3-c3ccncc3)CC2)cc1
-136	CC(=O)c1cccc(Nc2nc(-c3ccc(O)cc3O)cs2)c1
-31	COc1cccc(C2(NC(=O)CCc3cc(Cl)no3)CCCC2)c1
15	COc1cc(CN(CCCN(C)C)Cc2ccco2)cc2c1OCO2
21	CCn1c(=O)n(CC(=O)NCCc2ccccc2)c2cccnc21
40&-14	Clc1ccc(C(c2ccccc2Cl)C(Cl)Cl)cc1 (stereo not drawn)

# (further entries)
EP2 modulator	SMILES
-11	Cn1c(N2CCC(C(=O)NCc3ccncc3)CC2)nc2ccccc21
-17	CCOCCCNC(=O)CSc1nnc2c3cc(CC)ccc3n(C)c2n1
12	c1ccc(CCCN2CCNCC2)cc1
-55	CCOc1ccc2[nH]c(=O)c(CN(Cc3ccco3)C(=O)Nc3ccc(F)cc3)cc2c1
44	CCc1cc2ccccc2nc1SCC(=O)OC(C)C
10	COc1ccc(NC(=O)CSc2nc3c(C)cc(C)cc3cc2C)c(OC)c1
12	COc1ccc(CN(Cc2cncn2C)CC2CCCO2)cc1OC (stereo not drawn)
-35	COCCCn1c(SCC(=O)Nc2cccc(C)c2C)nnc1-c1ccncc1
35	CSc1[s+]sc2c1-c1cc(C)ccc1NC2(C)C
10	CS(=O)(=O)N(CC(=O)N1CCCC1)c1ccc(Cl)cc1Cl
-6	O=C(NCc1ccccc1F)c1cn(C[C@H]2CCCN(C(=O)c3cccs3)C2)nn1
-3	COc1ccc(C(CNS(=O)(=O)c2cn(C)nc2C)N2CCOCC2)cc1 (stereo not drawn)

# The listing continues.
EP2 modulator	SMILES
-4	Cc1cc(-c2cncnc2C2CCN(C(=O)c3ccc4c(c3)OCCO4)CC2)on1
-31	C#C[C@]1(O)CCC2C3CCc4cc(O)ccc4C3CC[C@@]21C (stereo partly drawn)
-39	Cc1ccc2cc(CN(Cc3ccccc3Cl)C(=O)c3cnccn3)c(=O)[nH]c2c1
17	COc1ccc(-c2nnc(SCC(=O)NC(C)(C)C)o2)cc1
-8	CCOC(=O)Cn1nnnc1CN(Cc1cc2ccc(C)c(C)c2[nH]c1=O)CC1CCCO1 (stereo not drawn)
-19	Cn1c(=O)oc2cc(S(=O)(=O)NCc3ccccc3CN3CCOCC3)ccc21
-12	C#CCOCCCC(=O)O
-29	COc1ccc(OCCn2cc(C3C(C#N)=C(N)Oc4n[nH]c(C)c43)c3ccccc32)cc1 (stereo not drawn)
-29	CCCN(Cc1cc2cc(OC)ccc2[nH]c1=O)C(=O)c1ccccc1C
-21	COc1ccc(C2(NC(=O)c3ccc(N4CCCCS4(=O)=O)cc3)CCCC2)cc1
-58	COCCOc1nc2c(c(=O)n(C)c(=O)n2C)n1Cc1cccc2ccccc12
-15	Fc1ccc(F)c(CN(CCCN2CCOCC2)Cc2ccncc2)c1

# A different layout for part of the listing above.
Molecule: CCn1c(=O)n(CC(=O)NCCc2ccccc2)c2cccnc21
- EP2 modulator: 21

Molecule: Clc1ccc(C(c2ccccc2Cl)C(Cl)Cl)cc1 (stereo not drawn)
- EP2 modulator: 40&-14

Molecule: Cn1c(N2CCC(C(=O)NCc3ccncc3)CC2)nc2ccccc21
- EP2 modulator: -11

Molecule: CCOCCCNC(=O)CSc1nnc2c3cc(CC)ccc3n(C)c2n1
- EP2 modulator: -17

# Continued.
EP2 modulator	SMILES
-8	COc1cccc(CNC(=O)Cn2nc3c4ccccc4nc(C4CC4)n3c2=O)c1
-39	Cc1sc2nc(C)n(C3CCN(C(=O)c4cc(C(C)C)[nH]n4)CC3)c(=O)c2c1C
13	COc1cc(NS(C)(=O)=O)ccc1Cc1c2ccccc2nc2ccccc12
-36	Cc1ccc(-c2cc(N)c(=O)n(CC(=O)Nc3ccc4c(c3)OCO4)n2)o1
11	Nc1ccccc1C(=O)CC(N)C(=O)O (stereo not drawn)
-24	COc1ccccc1N1CCN(C(=O)Cn2ncn3c(cc4ccsc43)c2=O)CC1
26	Cn1c(Sc2ccc(-c3cccnc3)n2C)ccc1-c1cccnc1
-3	COc1cccc(C(O)CN2CCC(O)(c3ccc4c(c3)OCO4)CC2)c1 (stereo not drawn)
-14	CCCC(=O)Nc1sc(C(=O)Nc2ccc(Cl)cc2)c(C)c1C(=O)OC
-17	CNC(=S)N(Cc1ccc(F)cc1)Cc1cc2cc3c(cc2[nH]c1=O)OCO3
-65	Cc1nc2c(c(=O)[nH]1)CCN(Cc1ccc(N3CCCC3)c(F)c1)C2
-39	Cc1ccsc1CN1CCc2c(nc(N3CCC(C)CC3)[nH]c2=O)C1

# (list continues)
EP2 modulator	SMILES
4	Cc1ccc(N(C(=O)c2csnn2)C(C(=O)NC2CCCCC2)c2ccccn2)cc1C (stereo not drawn)
-25	Cc1cc2c(s1)c1cnn(Cc3cccnc3)c(=O)c1n2C
-11	O=C(c1ccc(Cl)cc1Cl)N1CCOCC1
-24	Cc1cc(C)c(S(=O)(=O)N(CC(=O)N2CCC(C(N)=O)CC2)C2CCCCC2)c(C)c1
-26	Cc1cccc(C)c1NC(=O)COC(=O)c1ccccn1
-17	CC(C)(C)C(=O)Nc1ccc2oc(=O)ccc2c1
26	Cc1ccccc1N(CC(=O)NC(C)(C)C)C(=O)CCC(=O)Nc1nccs1
-22	CCc1nn(CC(=O)NCc2cccnc2)c(=O)c2cc3sc(C)cc3n12
-10	COc1ccc2cc(CN(Cc3ccc4c(c3)OCO4)Cc3nnnn3C(C)(C)C)c(=O)[nH]c2c1
-15	CCOC(=O)Cn1nnnc1CN(Cc1cc2c(C)ccc(C)c2[nH]c1=O)C1CCCCC1
10	CCOC(=O)C1=C(C)Nc2ncnn2C1c1ccccc1C(F)(F)F (stereo not drawn)
24	O=S(=O)(O)[C@@H](CO)c1ccccc1 (tested in a mixture with another compound)

# Remaining list, next part
EP2 modulator	SMILES
-6	CCOC(=O)c1sc(NC(=O)CSc2nc3cc(OC)ccc3cc2C#N)nc1C
-14	CC(=O)Oc1ccc(C(=O)N2CCN(C(=O)c3ccco3)CC2)cc1
4	O=C(CN1CCC(n2cnc3cccnc32)CC1)Nc1ccccc1N1CCOCC1
-33	CC(C)n1c(=O)oc2cc(S(=O)(=O)N3CCN(c4ccccn4)CC3)ccc21
6	Cc1cc(C)c2cc(CN(C3CCCC3)S(=O)(=O)c3ccc4c(c3)OCCO4)c(=O)[nH]c2c1
-31	COc1ccc([C@@H]2C[C@H](C(=O)NCc3cccnc3)N(C)S(=O)(=O)N2)cc1OC
-31	Cc1cccc(C2(O)CCN(CC(O)c3ccccc3)CC2)c1 (stereo not drawn)
34	Cc1ccc(-c2nnn(CC(=O)N(c3ccc(Cl)cc3)C(C(=O)NC(C)(C)C)c3ccco3)n2)o1 (stereo not drawn)
-14	CCCc1nc2cc(NC(=O)Cn3cnc4sc(C)cc4c3=O)ccc2n1C
-4	CC1CC(C)CN(C(=O)CSc2nnc3c(n2)[nH]c2ccccc23)C1 (stereo not drawn)
83*	CCOC(=O)c1ccc(NC(=O)CSc2nc3cc4c(cc3cc2C#N)OCCO4)cc1
-79	CCOc1ccc2nc(NC(=O)CSc3nc(N)cc(N)n3)sc2c1

# Some of these compounds in order of the EP2 modulator value, smallest number first:
EP2 modulator	SMILES
-15	CCOC(=O)Cn1nnnc1CN(Cc1cc2c(C)ccc(C)c2[nH]c1=O)C1CCCCC1
-3	COc1cccc(C(O)CN2CCC(O)(c3ccc4c(c3)OCO4)CC2)c1 (stereo not drawn)
10	CS(=O)(=O)N(CC(=O)N1CCCC1)c1ccc(Cl)cc1Cl
44	CCc1cc2ccccc2nc1SCC(=O)OC(C)C
83*	CCOC(=O)c1ccc(NC(=O)CSc2nc3cc4c(cc3cc2C#N)OCCO4)cc1

# Remaining list, next part:
EP2 modulator	SMILES
2	CCn1cc(C(=O)O)c(=O)c2cc(F)c(N3CCN(C(=O)c4ccncc4)CC3)cc21
-100	COc1ccccc1CCCNC(=O)c1cc(-c2cnn(C)c2)n[nH]1
48	Cc1cc2c(cc3c(=O)n(CC(=O)N(C4CCCCC4)C4CCCCC4)nc(C)n32)o1
-104	NC(=O)c1c(NC(=O)c2ccc([N+](=O)[O-])o2)sc2c1CCCC2
-17	CCS(=O)(=O)N1CCC[C@H]1Cn1nc(-c2ccc(F)cc2)ccc1=O
-4	COC(C(=O)N1CCc2nc(N3CCCCC3)[nH]c(=O)c2C1)c1ccccc1 (stereo not drawn)
-8	CCS(=O)(=O)N1CCC[C@H](Cn2nc(-c3cccs3)ccc2=O)C1
-57	CC(C)(CN1CCCC1)CN1CCC(O)(c2ccccc2F)CC1
7	O=C(CN(C1CCCCC1)S(=O)(=O)c1ccc(Cl)cc1)NCc1ccccn1
-41	O=C(Nc1ccc2oc(=O)ccc2c1)c1ccc(Cl)c(Cl)c1
16	COc1ccc(-c2ccccc2)cc1NC(=O)c1cccs1
-82	CSc1ncc(C(=O)Nc2ccc3[nH]c4c(c3c2)CCCC4)cn1

# New compounds follow
EP2 modulator	SMILES
-13	Cc1ccc(C(=O)Nc2nc(C)c(C(=O)Nc3cccnc3)s2)cc1
-16	COc1cccc(C2(NC(=O)CCn3nc(C)cc3C)CCCC2)c1
-57	Cc1cc(C)nc(SCC(=O)Nc2cc(Cl)ccc2C)n1
-3	Cc1cccc(N(C(=O)c2csnn2)C(C(=O)NC(C)(C)C)c2ccco2)c1 (stereo not drawn)
-45	COc1ccccc1C(=O)Nc1ccc(N2CCN(C(=O)C(C)C)CC2)cc1
8	C=CCN(C(=O)Cc1ccsc1)C(C(=O)NC1CCCCC1)c1ccc(F)cc1 (stereo not drawn)
29	CCOC(=O)C(C)n1cnc2sc(C)c(-c3ccc(Cl)cc3)c2c1=O (stereo not drawn)
-29	CN(C)CCNC(=O)c1cccs1
-69	Cc1cnc(NC(=O)CN2CCN(c3cccc(Cl)c3)CC2)s1
0	CCc1ccc(OCCCC(=O)Nc2nnc(CC)s2)cc1
-18	CC(Sc1nnc(-c2cccnc2)n1-c1ccccc1)C(=O)Nc1ccc(N)cc1 (stereo not drawn)
-20	COCCn1c(NCCN(C)C)nc2c1c(=O)[nH]c(=O)n2C

# (further entries)
EP2 modulator	SMILES
17	CC(C)c1c(O)ccc2c1CCC1C(C)(C)CCC[C@]21C (stereo partly drawn)
21	COCCCn1c(SCC(=O)Nc2ccc(Cl)cc2)nnc1-c1ccoc1C
58	COc1ccc2cc(CN(Cc3ccccc3OC)Cc3nnnn3C3CCCCC3)c(=O)[nH]c2c1
51	O=C(CSc1nnc2c3ccccc3nc(Cc3ccccc3)n12)NC1CCCCC1
-34	CCCN1CC=C2C(C#N)=C(N)C(C#N)(C#N)C(C(C)C)C2C1 (stereo not drawn)
-61	O=C(Cc1ccsc1)N1CCC(Cn2nc(-c3ccco3)ccc2=O)CC1
-36	CC1CCCN(c2ccc(NS(=O)(=O)c3ccc4[nH]c(=O)[nH]c(=O)c4c3)cc2)C1 (stereo not drawn)
-12	Cc1nc2sccn2c1CN(CCCn1ccnc1)Cc1ccccc1F
20	CCOc1ccccc1NC(=O)CN1CCC(n2nnc3cc(C)ccc32)CC1
-25	O=C(CN1C(=O)C2C3CCC(C3)C2C1=O)N1CCC(n2nnc(-c3ccccc3)n2)CC1 (stereo not drawn)
-6	Cc1ccc(F)cc1NC(=O)c1nc2ncccn2n1
-11	COc1cc(OC)nc(NS(=O)(=O)c2ccc(N)cc2)n1

# Carrying on:
EP2 modulator	SMILES
4	COc1cccc(/C(O)=C2/C(=O)C(=O)N(CCN(C)C)C2c2cccs2)c1 (stereo not drawn)
-23	CCn1c(C)cc2cc(NC(=O)c3ccc(-n4cnnc4)cc3Cl)ccc21
-13	CCOc1cccc(/C(O)=C2/C(=O)C(=O)N(CCN(C)C)C2c2ccncc2)c1 (stereo not drawn)
-45	CCCn1nnc(NC(=O)COc2ccc(C(C)C)cc2)n1
-20	O=C(Cn1nnc(-c2ccc(N3CCOCC3)cc2)n1)NCc1cccs1
3	C=CCn1ncc(CN(Cc2ccc(C)o2)C2CC(C)(C)NC(C)(C)C2)c1C
-30	CC(C)NC(=O)CN1CCCC1c1nc(-c2ccc(F)cc2)n[nH]1 (stereo not drawn)
-45	O=C(Cn1nc(C(c2ccccc2)c2ccccc2)oc1=O)N1CCCC1
